697 NFkB inh = lowers PMA/ionomycin-induced NF-kB signal in 697 B cells. 697 B-cell NF-kB luciferase reporter, 16 h. inhibition, % at 4 µM. 330,000 tested, 0.33% active. AID 435022; in the data active = inhibition above about 35%
Gli-Sufu block = Gli-Sufu pathway antagonism; Sufu-KO-LIGHT fibroblasts, Gli luciferase reporter luminescence; inhibition, % at 5 µM; 340,000 tested, 0.74% active; AID 588413;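 active = inhibition above about 55%, limit read from the data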;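 note: 0% = DMSO-treated cells and 100% = wells with medium but no cells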
SENP7 inh = inhibitors of human SENP7 protease. Q9BQF6. recombinant SENP7, Z-RLRGG-aminoluciferin luminescence, 40 min. inhibition, % at 5 µM. 330,000 tested, 1.5% active;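 active = inhibition above about 50% at the single test dose, limit read from the data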;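 note: plate controls were DMSO with enzyme for no effect and no enzyme buffer wells for full effect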
Target sequence (Q9BQF6 706-1050 limits assumed): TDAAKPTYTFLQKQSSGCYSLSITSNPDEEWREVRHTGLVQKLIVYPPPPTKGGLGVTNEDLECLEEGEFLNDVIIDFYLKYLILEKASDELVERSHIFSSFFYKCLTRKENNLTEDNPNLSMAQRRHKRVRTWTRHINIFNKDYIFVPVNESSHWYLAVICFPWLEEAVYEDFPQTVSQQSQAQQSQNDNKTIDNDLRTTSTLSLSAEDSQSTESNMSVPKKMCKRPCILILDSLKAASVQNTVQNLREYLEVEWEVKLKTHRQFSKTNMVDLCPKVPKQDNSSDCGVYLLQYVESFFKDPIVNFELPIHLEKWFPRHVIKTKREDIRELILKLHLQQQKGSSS
Jurkat NFkB inh = lowers PMA/ionomycin-induced NF-kB signal in Jurkat cells. PMA/ionomycin-induced NF-kB luciferase reporter, luminescence. AID 435003. 330,000 tested, 0.53% active. inhibition, % at 4 µM
HKDC1 inh = HKDC1 (human) hexokinase inhibition; Q2TB90; inhibition, % at 20 µM; 340,000 tested, 0.16% active; recombinant HKDC1, G6PDH/diaphorase resazurin coupled fluorescence;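 active = inhibition above about 35% when tested at 20 µM, limit read from the data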;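 note: plate controls were DMSO wells with enzyme for no effect and DMSO wells lacking enzyme for full effect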
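System: Recombinant HKDC1 hexokinase | Amount: HKDC1 at 5 µg/mL | Reagent: Glucose with 1 mM ATP | Doses: Single 20 µM dose | Incubation: Reaction time 90 min, room temperature, protected from light | Signal: Coupled resazurin fluorescence, excitation 525 nm, emission 613 nm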
Apaf-1 inh = inhibitors of human Apaf-1 apoptosome; O14727; reconstituted apoptosome caspase-3 activity, DEVD-Rh110 fluorescence; inhibition, % at 20 µM; 330,000 tested, 0.71% active; active = inhibition of at least 40% at 20 µM;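 note: plate controls were DMSO wells for no effect and DEVD-CHO caspase inhibitor wells for full effect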
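Assay system – apoptosome proteins · Medium – Hepes buffer, pH 7.5 · Also added – cytochrome c with DEVD-Rh110 · Timing – 30 min compound preincubation, 50 min activation, room temperature · Detection – Rh110 fluorescence, excitation 480 nm, emission 540 nm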
SENP8 block = SENP8 protease inhibition; inhibition, % at 10 µM; purified SENP8, Z-RLRGG-aminoluciferin cleavage, luminescence; 330,000 tested, 1.2% active; Q96LD8
Target sequence (Q96LD8 whole entry, looked up): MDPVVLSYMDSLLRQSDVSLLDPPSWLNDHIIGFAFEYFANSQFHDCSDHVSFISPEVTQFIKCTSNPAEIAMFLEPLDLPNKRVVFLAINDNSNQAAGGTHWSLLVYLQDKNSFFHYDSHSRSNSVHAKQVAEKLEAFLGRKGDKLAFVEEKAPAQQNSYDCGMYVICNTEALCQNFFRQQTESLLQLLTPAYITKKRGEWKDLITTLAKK
UBC13 inh = human UBC13 polyubiquitination inhibition. P61088. UBC13 polyubiquitin chain formation, TR-FRET. inhibition, % at 20 µM. 330,000 tested, 0.47% active; in the data active = inhibition above about 45%, passing the limit was not always enough
Target sequence (P61088 whole entry, looked up): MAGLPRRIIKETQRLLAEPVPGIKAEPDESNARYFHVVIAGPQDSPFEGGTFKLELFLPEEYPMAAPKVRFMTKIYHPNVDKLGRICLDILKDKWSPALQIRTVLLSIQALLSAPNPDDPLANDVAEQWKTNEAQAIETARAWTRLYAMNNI
Starred values were filed as active, the others as inactive; i = inactive; x = no result given. Cut-off read from the data, not from the text of the source, unless noted: active = inhibition above about 50%; inactive = the rest.

compound	697 NFkB inh	Gli-Sufu block	SENP7 inh	Jurkat NFkB inh	HKDC1 inh	Apaf-1 inh	SENP8 block	UBC13 inh
CCOc1ccc(N2C(=O)CC(Cc3ccc(Br)cc3)C2=O)cc1 (centres undefined)	-2	3	0	8	-5	9	3	8
Cn1nnnc1SCC(=O)Nc1cccc([N+](=O)[O-])c1	-4	-8	9	11	-5	-3	3	9
COc1ccc(CNC(=S)Nc2cccc(OC)c2)cc1	-2	22	13	-1	-2	11	0	-6
Cc1ccccc1OCC(=O)Nc1ccc2c(c1)ncn2C	-25	-4	4	-87	0	12	-2	-6
Cc1cc(C)cc(NC(=O)CSCc2nc3c(nnn3Cc3ccc(F)cc3)c(=O)[nH]2)c1	13	2	-5	-7	8	-1	1	2
CCN1N=C(c2ccccc2)Cn2c1nc1ccccc12	6	13	1	-11	3	10	3	4
O=C(NCc1cccnc1)c1ccc(-c2ccc(Cl)cc2)o1	-21	-4	12	-4	17	1	5	-5
Cc1c(NC(=S)NC(NC(=O)C(C)(C)C)C(Cl)(Cl)Cl)c(=O)n(-c2ccccc2)n1C (centres undefined)	2	51	2	-9	-2	3	-2	5
O=C(Nc1cccnc1)Nc1ccc(Br)cc1Cl	9	-10	2	-2	-1	2	-14	9
CC1=NN(c2ccccc2)C(=O)/C1=C/C=C/C=C/N(C)C	-11	1	6	6	-1	25	6	i
Cc1ccccc1C(=O)N1CCN(c2ccc(NC(=O)c3cccs3)cc2)CC1	-8	15	-2	16	-8	11	6	1
O=C(Nc1ccnn1C1CCN(C/C=C/c2ccccc2)CC1)c1cccc(F)c1	-3	23	-4	0	-4	4	-4	5
O=C(/C=C/c1ccc([N+](=O)[O-])s1)N1CCN(c2ccccc2)CC1	-21	6	17	29	-1	5	-1	-19
O=C(Nc1ccccc1)NC1CCN(Cc2ccccc2)CC1	6	3	-2	-5	-2	-12	-5	3
CC(C)c1ccc(OCC(=O)N2CCc3ccccc3C2)cc1	-3	3	4	5	5	10	6	4
C=CCN1c2ccccc2[C@]23C[C@@H](C(=O)OC)N(C(C)=O)C2=NC(C(=O)OC)=C(C(=O)OC)[C@H]13	-5	-2	-9	-1	-6	9	-7	-5
O=C(/C=C\c1cn(-c2ccccc2)nc1-c1ccccc1)Nc1nccs1	-7	-10	0	-17	-8	5	-6	0
Cc1ccc(Sc2ncccc2C(=O)NCc2cc([N+](=O)[O-])ccc2O)cc1C	5	-6	4	1	4	0	5	-17
S=C(NCc1ccncc1)Nc1ccc(Br)cc1	-12	3	-6	1	5	9	-3	-5
Cc1oc2c(C)c3oc(=O)c(CCC(=O)NCCCN4CCOCC4)c(C)c3cc2c1C	7	3	-6	16	2	5	1	15
Cc1cc(C)cc(-n2nnc(C(=O)NCc3ccco3)c2N)c1	9	-9	1	1	-2	-2	1	7
COc1ccc(OC)c(NC(=O)CN2CCC(C(=O)c3ccc(C)cc3)CC2)c1	-1	5	2	-1	0	19	-5	12
CCCC(=O)NC(=S)Nc1ccc(N2CCOCC2)c(Cl)c1	-9	-14	10	-11	-6	-7	6	-2
CCc1ccc(-c2nc(CN3CCC(C(=O)NCc4ccco4)CC3)c(C)o2)cc1	-10	12	2	9	-3	3	3	10
COc1ccccc1C(=O)Nc1nnn(C)n1	2	2	2	1	-4	2	-2	-1
O=C1CCC(=O)N1c1cccc(OS(=O)(=O)c2ccccc2)c1	0	13	2	1	-2	-2	15	3
Cc1ccc(C(=O)ON=C2CCN(c3ccc([N+](=O)[O-])cc3)CC2)cc1	-24	-3	-10	2	2	10	-13	-12
CN1N=C(C(=O)N2CCc3c([nH]c4ccccc34)C2c2c(F)cccc2Cl)CCC1=O (centres undefined)	9	-5	7	-4	-9	-1	0	1
O=C(NNC(=O)c1ccc(Cl)cc1Cl)c1cccs1	-40	-55	-8	16	12	3	-5	-2
Cc1cc(C)cc(N2CC(O)Cn3c2nc2c3c(=O)[nH]c(=O)n2C)c1 (centres undefined)	6	2	-2	-5	4	5	-5	2
COc1cccc(NC(=O)CSc2ccc3nnc(-c4ccncc4)n3n2)c1	-6	0	11	-5	-4	1	-12	-18
CCOC(=O)CN(C(=O)COc1nc(-c2ccccc2)cc(C)c1C#N)c1ccc(F)cc1	3	6	5	0	-2	-5	3	13
c1ccc(-c2cn3cccnc3n2)cc1	-20	-4	13	-18	-5	-10	-15	11
CNC(=O)Nc1ccc(Cl)cc1	-15	-16	1	-11	0	4	-1	1
Cc1snc(S(=O)(=O)Cc2ccccc2Cl)c1C#N	-3	9	4	16	-4	12	-2	-6
CCNC(=S)NNc1nc(N2CCOCC2)nc(N2CCOCC2)n1	6	-7	1	-9	-4	14	-9	3
CCC(C)NS(=O)(=O)c1ccc(OCC(=O)Nc2ccc(F)cc2F)cc1 (centres undefined)	19	-7	-2	-10	-3	-1	-1	0
CC(C)C(=O)N(Cc1ccc2c(c1)OCO2)Cc1ccccn1	2	-1	-3	-11	-9	-7	1	-2
Cc1nc(SC2CCOC2=O)c2c(C)c(C)sc2n1 (centres undefined)	-13	11	2	6	-3	7	-6	14
O=C(Nc1ccc2c(c1)OCO2)C1CCN(C(=O)CSc2ncnc3ccccc23)CC1	5	10	-4	0	18	-7	-8	-6
CCOc1ccccc1/C=C(\C(=O)O)c1ccc(S(=O)(=O)N2CCCCC2)s1	6	x	6	-2	5	10	-6	-14
CC(C)CNC(=O)C1CCCN1S(=O)(=O)c1ccc(Cl)cc1 (centres undefined)	11	-3	0	22	-7	-7	8	6
Cc1ccc(/C=N/NC(=O)Cc2c[nH]c3ccccc23)c(C)c1	19	-2	0	21	1	15	3	5
Cc1ccc(NC(=S)N2CCN(Cc3ccccc3)CC2)c(C)c1	10	3	0	7	0	-5	-2	-2
O=C(Nc1cccnc1)C1CCC(CNS(=O)(=O)c2cccc3nsnc23)CC1 (centres undefined)	12	-3	5	-7	-8	-13	1	-6
CC(C)C[C@H](NC(=O)[C@H](Cc1ccccc1)n1c(=O)[nH]c2ccccc2c1=O)C(=O)N1CCC[C@H]1C(=O)O	10	7	-1	0	4	-12	1	-1
CCCCCC(=O)Nc1ccc(C(=O)COC(=O)CN2C(=O)NC3(CCCC3)C2=O)cc1	6	-8	-3	-8	-2	10	3	-5
Cc1ccc(C=Nc2cccnc2N)cc1	0	1	19	5	-8	9	7	-5
Cc1nc2ccc(CCO)cc2s1	4	4	-1	-2	0	6	-10	-6
COc1ccc(NC(=O)c2cccnc2N2CCCCC2)cc1	-6	5	3	-2	-8	0	-2	4
COc1ccc(C(=O)N2CC3(CC(c4cccc(NC(=O)COc5ccc(Cl)cc5)c4)=NO3)C[C@@H]2C(N)=O)cc1 (some centres undefined)	20	-5	-15	3	-2	17	1	1
CN(C)c1ccc(-n2cccc2/C=C2/SC(=Nc3ccc(F)cc3)NC2=O)cc1	-9	-6	4	-10	-10	-1	6	-7
COc1ccc(NC(=O)CC2SC(N3CCCC3)=NC2=O)cc1Cl (centres undefined)	10	2	1	-8	0	2	3	-3
O=C(Nc1ccc(C(F)(F)F)cc1)C1CCCN1S(=O)(=O)c1cccc2cccnc12 (centres undefined)	-39	0	11	-1	4	17	3	-12
CCCOc1ccc(-c2nc(OC)c3ccccc3n2)cc1	2	25	-3	-14	-4	11	-3	7
Cc1ccc(NC(=O)NNS(=O)(=O)c2ccc(Br)cc2)cc1	-3	-24	4	-7	-4	3	2	-2
Cc1n(N)c2ccccc2[n+]1CC(=O)c1ccccc1	-17	-9	-2	15	-8	-2	-7	-12
Cc1ccc(C(=O)N/C(=C\c2ccco2)C(=O)NCCN2CCOCC2)cc1	6	20	-1	1	-7	7	0	-8
CCC(=O)Nc1ccc(C(=O)N/N=C/c2cc(Br)c(OC)cc2OC)cc1	22	-5	-9	8	-2	-1	-5	13
Cc1cc(NC(=O)c2ccc(S(=O)(=O)N3CCOCC3)cc2)no1	13	0	-8	-9	-7	11	2	-3

The results go on.
compound	697 NFkB inh	Gli-Sufu block	SENP7 inh	Jurkat NFkB inh	HKDC1 inh	Apaf-1 inh	SENP8 block	UBC13 inh
COc1cccc(N=Nc2c(N)[nH][nH]c2=O)c1	-42	-26	22	-19	-10	3	0	-74
COc1cnc(SC(C)C)[nH]c1=O	10	4	6	9	9	-2	0	3
Cc1ccc(NC(=S)NCCCN2CCOCC2)cc1	-28	-1	-2	-7	-7	5	0	-8
CC1(C)Cc2ccccc2C(NNC(=O)c2cccnc2)=N1	6	-3	2	-14	-8	12	-1	-3
CCOC(=O)C1CCN(CC(=O)Nc2ccc(S(=O)(=O)N3CCC(C)CC3)cc2)CC1	-3	-7	-2	25	-3	9	1	6
COc1ccccc1CNC(=O)COC(=O)/C=C/c1cccs1	11	-9	-1	9	5	-11	-6	1
c1cc(C(c2nnnn2C2CCCC2)N2CCOCC2)ccn1 (centres undefined)	13	3	-11	-7	3	-3	-3	-5
O=C(Nc1ccccc1)c1ccn[nH]1	-112	3	9	-75	-8	3	13	9
CC(=O)Nc1ccc(S(=O)(=O)Nc2c(NC3CCCCC3)c3ccccc3oc2=O)cc1	-15	-4	8	-7	1	10	-1	23
C=CCOc1c2ccc(C(=O)NCCc3ccc(C)cc3)cc2nn1C	13	-1	-3	-3	3	5	-9	11
CCC1CCCCN1C(=O)CSc1nnc(-c2cccc(Cl)c2)o1 (centres undefined)	-17	-43	-3	-28	-4	16	-7	9
Cc1ccn2cc(CNS(=O)(=O)c3ccc(Cl)s3)nc2c1	-5	-2	-4	-6	2	5	-3	-2
CN(C(=O)COC(=O)c1ccc(NS(=O)(=O)c2cccs2)cc1)C1CCCCC1	2	-12	0	-8	3	-3	-1	4
NC(=O)C1CCN(CC(=O)Nc2nccs2)CC1	3	0	-2	-7	-3	3	-7	-5
COc1ccccc1/C=C/C(=O)NCC(=O)N/N=C/c1cccnc1	-1	-1	2	-1	-8	6	-2	4
COCC(=O)NCCc1ccc(S(N)(=O)=O)cc1	3	3	-5	6	-3	-9	-10	-2
CCn1nc(C)c(/C=N/NC(=S)Nc2ccc(Cl)cc2Cl)c1C	-41	3	4	-1	-11	9	1	-14
Cc1cc(C)c2nc(N3CCC(C(=O)NCCCN4CC(C)CC(C)C4)CC3)sc2c1 (centres undefined)	-85	2	1	33	13	5	-6	43
CCOC(=O)c1sc(NC(=O)CN2C(=O)NC3(CCC(C)CC3)C2=O)c(C(=O)OCC)c1C (centres undefined)	10	0	4	-4	-4	-3	-9	0
Cc1ccc(NC(=O)CSc2nnc(NC(=O)c3ccco3)s2)cc1	-2	-18	11	-13	5	2	0	-3
COc1ccc(S(=O)(=O)N(C)c2ccc(C(N)=O)cc2)cc1	3	3	-1	-2	-8	-10	-5	-7

Full records, looked up by structure. Values in the order: 697 NFkB inh, Gli-Sufu block, SENP7 inh, Jurkat NFkB inh, HKDC1 inh, Apaf-1 inh, SENP8 block, UBC13 inh
COc1ccccc1/C=C/C(=O)NCC(=O)N/N=C/c1cccnc1 in the list: -1, -1, 2, -1, -8, 6, -2, 4
COCC(=O)NCCc1ccc(S(N)(=O)=O)cc1 in the list: 3, 3, -5, 6, -3, -9, -10, -2
c1cc(C(c2nnnn2C2CCCC2)N2CCOCC2)ccn1 (centres undefined) in the list: 13, 3, -11, -7, 3, -3, -3, -5
CCn1nc(C)c(/C=N/NC(=S)Nc2ccc(Cl)cc2Cl)c1C in the list: -41, 3, 4, -1, -11, 9, 1, -14
CCC1CCCCN1C(=O)CSc1nnc(-c2cccc(Cl)c2)o1 (centres undefined) in the list: -17, -43, -3, -28, -4, 16, -7, 9
